# Screening data: PubChem, several laboratories
# CSN deneddyl inh = inhibitors of CSN-mediated cullin deneddylation, primary screen, biochemical, fluorescence polarization, uHTS. COP9 signalosome complex subunit 5 (Homo sapiens), Q92905. Purified CSN, SCF-Nedd8-OG deneddylation. inhibition, % at 12.5 µM. actives 0.38% (n = 360,000);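 active means pattern-corrected inhibition above about 35%, with an unprinted fluorescence ratio check between 0.5 and 1.5, limit read from the data, passing the limit was not always enough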;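 further: 0% = enzyme with substrate and 100% = substrate without enzyme; some results filed as inactive read as strong as hits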
#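 Test system: purified human Csn5 enzyme expressed in HEK293T cells. Amount: 0.24 nM enzyme. Reagent: SCFSkp2-Nedd8OG substrate at 10 nM final. Schedule: 90 min incubation of compound, enzyme and substrate at room temperature. Detection: fluorescence polarization. Read-out: % inhibition of substrate cleavage by Csn5.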
# SUMO1-SIM PPI = modulators of SUMO1 protein-protein interactions, primary screen, biochemical, uHTS; Small ubiquitin-related modifier 1 (Homo sapiens), P63165; SUMO1 binding to a labelled peptide, TR-FRET, 1 h; actives 0.33% (n = 360,000); inhibition, % at 20 µM; in the data active means inhibition above about 37%
# STEP block = STEP phosphatase inhibitors, primary screen, biochemical, fluorescence intensity, uHTS; Tyrosine-protein phosphatase non-receptor type 5 (Homo sapiens), P54829; recombinant STEP, OMFP fluorogenic substrate; inhibition, % at 20 µM; actives 0.25% (n = 360,000);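 active means inhibition at 20 µM, scaled per plate between control wells, above about 37%, limit read from the data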;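 further: 0% = DMSO with enzyme and substrate and 100% = substrate only without enzyme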
# Target sequence (P54829 whole entry, looked up): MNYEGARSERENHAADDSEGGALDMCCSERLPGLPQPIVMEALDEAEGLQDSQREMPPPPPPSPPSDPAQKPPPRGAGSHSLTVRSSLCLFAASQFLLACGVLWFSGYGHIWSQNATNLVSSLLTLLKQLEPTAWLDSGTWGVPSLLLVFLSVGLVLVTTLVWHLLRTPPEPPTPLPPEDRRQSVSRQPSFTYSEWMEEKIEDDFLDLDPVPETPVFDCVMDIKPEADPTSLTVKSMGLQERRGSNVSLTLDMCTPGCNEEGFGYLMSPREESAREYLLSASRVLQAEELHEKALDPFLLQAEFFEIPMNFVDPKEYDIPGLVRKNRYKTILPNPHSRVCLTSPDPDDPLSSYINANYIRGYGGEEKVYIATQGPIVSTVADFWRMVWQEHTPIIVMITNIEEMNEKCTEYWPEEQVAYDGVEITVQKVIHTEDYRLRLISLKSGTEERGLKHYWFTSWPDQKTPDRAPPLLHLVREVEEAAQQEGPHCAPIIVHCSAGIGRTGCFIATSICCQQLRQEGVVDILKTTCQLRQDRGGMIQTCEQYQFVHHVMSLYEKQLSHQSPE
#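 Material: STEP (striatal-enriched tyrosine phosphatase) enzyme, cell-free | Medium: 50 mM Bis-Tris pH 6.0 with 2.5 mM DTT and 0.005% Tween 20 | Read-out: Percent inhibition scaled to no-enzyme and uninhibited-enzyme controls, plate-pattern corrected | Signal: Fluorescence read at 480 nm ex / 540 nm em | Times: 20 min reaction, room temperature, in the dark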
# NadD block = inhibitors of S. aureus NadD, primary screen, biochemical, colorimetric, uHTS | purified NadD enzyme, colorimetric absorbance read-out | inhibition, % at 20 µM | Nicotinate-nucleotide adenylyltransferase NadD (Staphylococcus aureus N315) | actives 0.78% (n = 360,000); in the data active means inhibition above about 26%; further: some compounds past the cut are filed as inactive
# MsrA inh = bovine MsrA enzyme inhibitors, primary screen, biochemical, absorbance, HTS; Methionine sulfoxide reductase A (Bos taurus); purified bovine MsrA, absorbance read-out; inhibition, % at 15.5 µM; actives 0.75% (n = 360,000); AID 651718, 2012; in the data active means inhibition above about 4.5%;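 further: 0% = vehicle wells with enzyme and 100% = reference inhibitor wells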
# Rpn11 block = Rpn11 (PSMD14) deubiquitinase inhibitors, primary screen, biochemical, fluorescence polarization, uHTS; 26S proteasome non-ATPase regulatory subunit 14 (Homo sapiens), O00487; human 26S proteasome, Ub4-pepOG fluorescence polarization; 20S core pre-blocked with epoxomicin; calls only at 20 µM; actives 0.59% (n = 360,000); AID 588493, 2011;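 active means inhibition at 20 µM, scaled to each plate's controls, above about 33%, limit read from the data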
# Target sequence (O00487 whole entry, looked up): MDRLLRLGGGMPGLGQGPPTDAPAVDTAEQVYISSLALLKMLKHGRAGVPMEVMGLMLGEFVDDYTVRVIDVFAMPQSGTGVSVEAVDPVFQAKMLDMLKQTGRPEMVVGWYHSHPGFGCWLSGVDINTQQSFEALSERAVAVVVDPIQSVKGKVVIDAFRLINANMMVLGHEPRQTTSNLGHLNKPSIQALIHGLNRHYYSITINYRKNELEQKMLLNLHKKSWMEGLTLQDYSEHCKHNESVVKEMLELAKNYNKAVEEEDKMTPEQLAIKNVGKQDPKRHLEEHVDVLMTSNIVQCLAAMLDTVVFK
# DNMT1 inh = human DNMT1 methyltransferase inhibitors, primary screen, biochemical, molecular beacon, fluorescence, HinP1I cleavage, uHTS | actives 0.83% (n = 360,000) | AID 588458, 2011 | inhibition (reported as % activation of signal), % at 10 µM; in the data active means inhibition above about 50%
# Scp-1 inhibitor = Scp-1 phosphatase inhibitors, primary screen, biochemical, colorimetric, uHTS. Carboxy-terminal domain RNA polymerase II polypeptide A small phosphatase 1 (Homo …. Recombinant Scp1, phosphopeptide, malachite green phosphate absorbance. inhibition, % at 20 µM. actives 0.88% (n = 340,000);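 active means inhibition above about 50% at 20 µM, limit read from the data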;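 further: plate controls were DMSO wells with enzyme for no effect and wells lacking enzyme for full effect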
# Target sequence (Q9GZU7 76-261 limits assumed): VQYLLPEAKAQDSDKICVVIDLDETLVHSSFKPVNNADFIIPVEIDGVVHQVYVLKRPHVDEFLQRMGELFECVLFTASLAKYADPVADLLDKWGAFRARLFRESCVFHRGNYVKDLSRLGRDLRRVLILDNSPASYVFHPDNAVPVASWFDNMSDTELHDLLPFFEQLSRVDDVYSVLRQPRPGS
#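 Assay system: SCP-1 catalytic fragment, aa 76-261 | Buffer or medium: Tris acetate buffer pH 5.5 with MgCl2 and Tween-20 | Compound: One concentration, 20 µM, with 1.0% DMSO | Also added: Phospho 17-mer peptide substrate | Signal: Absorbance at 630 nm | Incubation: 45 min enzyme reaction at room temperature | Measure: % inhibition of SCP-1 phosphate liberation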
# Tb MetRS inh = T. brucei MetRS inhibitors, primary screen, biochemical, luminescence; methionyl-tRNA synthetase (Trypanosoma brucei brucei); actives 0.4% (n = 360,000); purified T. brucei MetRS, ATP depletion, Kinase-Glo luminescence; inhibition, % at 11.9 µM;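 active means inhibition above a per-plate cutoff of the control wells' mean inhibition plus 3 SD, cut at about 5.5% in these data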;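 further: 0% = DMSO wells median and 100% = median of wells with control inhibitor compound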
#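 Test system: purified T. brucei MetRS enzyme. Also added: ATP, methionine and E. coli bulk tRNA substrates. Compound: 11.9 µM single point. Schedule: 15 min enzyme-compound preincubation, 2 h reaction, 10 min detection, 25 °C. Signal: luciferase luminescence of residual ATP, Kinase-Glo. Evaluation: percent inhibition versus plate control medians. Controls: DMSO wells, low control.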
# LMPTP inh = LMPTP phosphatase inhibitors, primary screen, biochemical, fluorescence intensity, uHTS. Low molecular weight phosphotyrosine protein phosphatase (Homo sapiens), P24666. inhibition, % at 20 µM. recombinant LMPTP-A, OMFP fluorogenic substrate. actives 0.22% (n = 360,000);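 active means compounds that cut the enzyme signal by at least half of the control window in the single-dose screen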;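 further: plate controls were DMSO wells with enzyme plus substrate for no effect and substrate without enzyme for full effect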
#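 test system = LMPTP-A | amount = 0.625 nM LMPTP-A final | reagent = fluorogenic phosphatase substrate OMFP at 400 µM final | incubation = 50 min at room temperature | benchmarks = no-enzyme low control, uninhibited high control | medium = Bis-Tris pH 6.0, DTT, detergent | signal = fluorescence intensity of OMFP turnover product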
# An asterisk follows results filed as active; i = inactive; · = not tested or not shown.
SMILES,CSN deneddyl inh,SUMO1-SIM PPI,STEP block,NadD block,MsrA inh,Rpn11 block,DNMT1 inh,Scp-1 inhibitor,Tb MetRS inh,LMPTP inh
Cc1cn(C(=O)CN2C(=O)c3ccccc3C2=O)c(C)n1,3.5,-0.1,1.1,-0.6,-0.7,i,4.0,18.6,-0.1,0.7
Cc1cc(N/N=C\c2ccc(Br)cc2)nc(-n2nc(C)cc2C)n1,1.6,5.3,0.7,0.2,1.1,i,6.8,6.2,-0.4,1.5
Cc1occc1-c1nnc(SCc2nnc(-c3ccc(Cl)cc3)o2)n1C,3.1,2.8,0.9,5.8,0.8,i,-2.6,-7.2,-0.1,-0.4
CCN1CCN(c2ccc(NC(=O)c3ccc4c(c3)OCCO4)cc2C)CC1,3.7,9.9,-3.0,2.7,0.4,i,2.2,5.5,-0.3,-0.5
Cc1c(Br)cc(C(=O)O)c(C)c1C,-3.8,1.8,3.7,-4.2,-0.8,i,2.4,-7.6,0.2,-0.2
CCn1c(SCC(=O)c2cccs2)nnc1-c1cccs1,2.4,-2.5,2.4,5.9,0.7,i,0.5,0.2,0.1,0.1
COc1ccc(CC(=O)Nc2cc(S(=O)(=O)N3CCCCC3)ccc2OC(C)C)cc1OC,-6.4,6.3,0.5,1.2,-1.3,i,-0.4,·,0.1,0.3
O=C(C1=C[C@H](c2csc3ccccc23)C[C@H](OCc2ccc(CO)cc2)O1)N1CCOCC1,4.2,-3.5,0.7,-0.9,-0.5,i,4.4,-8.1,-0.1,-0.7
CC1CCc2nn(CC(=O)NCCCN3CCCC3=O)cc2C1 (centres undefined),2.1,4.9,-3.8,-2.0,-1.2,i,2.2,-0.4,0.2,-1.8
COc1ccc(Cn2c(=O)[nH]c3cc(C(=O)NC4CCN(Cc5ccccc5)CC4)ccc32)cc1,3.1,1.7,2.0,-6.0,1.3,i,-1.4,-4.7,-0.4,2.3
Cc1nc(SCC(=O)Nc2cccc(C(=O)O)c2)n[nH]1,0.8,2.9,2.1,2.6,-0.1,i,3.8,-8.8,-0.3,-0.9
Cc1cc(C)nc(N/N=C/c2ccccc2)n1,-0.7,0.2,-2.0,-3.1,·,i,0.9,0.6,-0.4,0.1

# In the list so far, these contain a carbonyl joined to an NH by a bond outside any ring:
SMILES,CSN deneddyl inh,SUMO1-SIM PPI,STEP block,NadD block,MsrA inh,Rpn11 block,DNMT1 inh,Scp-1 inhibitor,Tb MetRS inh,LMPTP inh
CCN1CCN(c2ccc(NC(=O)c3ccc4c(c3)OCCO4)cc2C)CC1,3.7,9.9,-3.0,2.7,0.4,i,2.2,5.5,-0.3,-0.5
COc1ccc(CC(=O)Nc2cc(S(=O)(=O)N3CCCCC3)ccc2OC(C)C)cc1OC,-6.4,6.3,0.5,1.2,-1.3,i,-0.4,·,0.1,0.3
CC1CCc2nn(CC(=O)NCCCN3CCCC3=O)cc2C1 (centres undefined),2.1,4.9,-3.8,-2.0,-1.2,i,2.2,-0.4,0.2,-1.8
COc1ccc(Cn2c(=O)[nH]c3cc(C(=O)NC4CCN(Cc5ccccc5)CC4)ccc32)cc1,3.1,1.7,2.0,-6.0,1.3,i,-1.4,-4.7,-0.4,2.3
Cc1nc(SCC(=O)Nc2cccc(C(=O)O)c2)n[nH]1,0.8,2.9,2.1,2.6,-0.1,i,3.8,-8.8,-0.3,-0.9

# Next section.
SMILES,CSN deneddyl inh,SUMO1-SIM PPI,STEP block,NadD block,MsrA inh,Rpn11 block,DNMT1 inh,Scp-1 inhibitor,Tb MetRS inh,LMPTP inh
Cc1ccc(S(=O)(=O)N(Cc2n[nH]c(=S)n2-c2ccccc2)c2ccccc2)cc1,-2.5,2.7,-2.9,-1.3,-0.1,i,-1.4,-18.0,-0.7,-0.4
CCc1nc2cccnc2n1-c1ccc(C(=O)O)cc1,-1.5,9.9,4.0,0.8,-1.3,i,4.2,40.3,-0.8,-0.8
CCOc1ccccc1N1CCN(CC(=O)Nc2nc(C)c(C(=O)N(C)C)s2)CC1,-0.7,0.9,-2.7,-4.3,-0.7,i,1.3,-4.8,-0.8,-1.2
COc1ccc2c(c1)CC(C(=O)Nc1ccc(Cl)cc1)/C(=N/O)O2 (centres undefined),5.5,3.8,-1.2,-5.1,0.8,i,10.9,-9.7,-0.5,-0.3
Cc1nc2ccc(NC(=S)NC3CC3)cc2nc1C,-15.5,-3.7,2.8,3.1,0.1,i,-1.9,-5.2,-0.6,0.1
O=C(CNC(=S)N(Cc1ccc(F)cc1)C1CCCCC1)NCC1CCCO1 (centres undefined),7.7,3.0,-1.6,2.1,-0.6,i,2.0,-2.3,0.0,-1.1
N#Cc1ccc(/C=N/NC(=O)c2ccccc2F)cc1,2.0,-0.8,-1.9,-1.8,0.1,i,1.1,23.1,0.7,-1.0
CC1(C(=O)NS(=O)(=O)c2ccccc2C(F)(F)F)CCN1C(=O)C1CCCCC1 (centres undefined),2.6,-2.4,-1.5,-9.8,1.3,i,1.6,·,-0.1,-0.6
Cc1ccccc1Oc1ccc2c(c1)[C@@H]1C[C@H](N(C)C(=O)c3cccnc3)[C@H]([C@H](C)O)C(=O)N1CC2,-1.7,1.9,2.9,1.9,-0.6,i,1.3,·,-0.5,-0.5
O=C(Nc1nnc(SCc2ccc(F)cc2)s1)c1cccnc1Cl,-3.3,14.9,-2.8,1.2,1.0,i,-1.2,-9.1,0.0,1.0
Cc1cc(C)n2cc(CSc3nnnn3-c3ccccc3)nc2n1,-1.2,-0.6,-0.6,1.6,0.3,i,-1.5,-5.5,2.1,-0.6
O=C(CSc1ccccc1)N1CCN(c2ccccn2)CC1,3.2,-0.4,-2.5,-7.3,-0.5,i,-1.4,-1.3,-0.4,-2.0

# An excerpt of these results, field by field:
Cc1ccc(S(=O)(=O)N(Cc2n[nH]c(=S)n2-c2ccccc2)c2ccccc2)cc1
  CSN deneddyl inh = -2.5; SUMO1-SIM PPI = 2.7; STEP block = -2.9; NadD block = -1.3; MsrA inh = -0.1; Rpn11 block = i; DNMT1 inh = -1.4; Scp-1 inhibitor = -18.0; Tb MetRS inh = -0.7; LMPTP inh = -0.4
CCc1nc2cccnc2n1-c1ccc(C(=O)O)cc1
  CSN deneddyl inh = -1.5; SUMO1-SIM PPI = 9.9; STEP block = 4.0; NadD block = 0.8; MsrA inh = -1.3; Rpn11 block = i; DNMT1 inh = 4.2; Scp-1 inhibitor = 40.3; Tb MetRS inh = -0.8; LMPTP inh = -0.8

# The results go on:
SMILES,CSN deneddyl inh,SUMO1-SIM PPI,STEP block,NadD block,MsrA inh,Rpn11 block,DNMT1 inh,Scp-1 inhibitor,Tb MetRS inh,LMPTP inh
CC(=O)Nc1sc(N/N=C/c2ccc(N(C)C)cc2)nc1-c1ccc(C)cc1,1.9,-6.4,3.0,20.4,1.6,i,-11.6,-0.8,-0.3,4.2
O=C(CN1C(=O)C2C3C=CC(C3)C2C1=O)NCc1ccco1 (centres undefined),-1.9,-0.1,3.5,10.7,0.8,i,2.5,3.8,-0.6,-3.6
Cc1cccn2c(=O)c(/C=C(\C#N)C(=O)NCc3ccccc3)c(N3CCC(C(N)=O)CC3)nc12,4.7,-7.7,-1.4,-2.6,-0.7,i,4.4,4.0,-0.7,-0.1
COc1ccc2[nH]c3c(c2c1)CCN1C(=O)C(CC(=O)NCCN2CCOCC2)C[C@H](C(=O)N2CCCCC2)[C@@]31CCc1ccccc1 (some centres undefined),-1.3,-0.4,-0.5,-5.3,1.8,i,-3.8,6.5,-0.8,-6.0
COc1ccccc1CNC(=O)C1=C(C)C(=O)OC12CCC(C)CC2 (centres undefined),-0.1,2.8,0.8,-5.3,0.4,i,5.2,-8.4,-0.1,-0.7
Cc1ccc(Cl)cc1NC(=O)CCCN1C(=O)c2cccnc2C1=O,-2.4,-6.0,-1.3,-2.8,-1.8,i,2.4,-4.7,-1.0,-0.6
CCOCCCn1c(=N)c(C(=O)NCCN2CCOCC2)cc2c(=O)n3cccc(C)c3nc21,4.5,-18.4,3.4,0.6,1.3,i,0.3,2.5,-0.1,5.6
CSCC[C@H](NC(=O)C1CCN(S(=O)(=O)c2ccc(C)cc2)CC1)C(=O)NC1CCS(=O)(=O)C1 (some centres undefined),-3.2,-2.7,-5.6,1.2,1.0,i,17.1,0.1,-1.4,-0.9
CC1C(C)N(C(=O)CCl)c2ccccc2N1C(=O)CCl (centres undefined),-3.3,-1.9,-1.0,-0.3,0.0,i,1.6,5.3,-0.2,-0.6
CC1(C)OC2OC(C3COC(=O)O3)C(OC(=O)c3ccccc3)C2O1 (centres undefined),-2.0,2.9,2.8,-2.6,1.5,i,1.2,-10.5,-0.3,-0.5
O=C1c2ccccc2NC(c2ccc(-c3cccc([N+](=O)[O-])c3)o2)N1O (centres undefined),-7.5,-13.1,1.7,6.1,0.4,i,2.3,-9.6,0.4,-0.1
COc1ccccc1C1C(C(=O)c2cc3ccccc3o2)=C(O)C(=O)N1CCN1CCOCC1 (centres undefined),1.6,-7.4,2.3,12.7,2.1,i,-7.0,0.6,-0.3,-0.8
CCCCCCCCCCCCCCCC[N+](C)(C)CCl,5.6,-80.2,7.8,15.4,-3.9,i,-1.3,14.6,-0.5,-0.3
O=C(Nc1ccc(F)cc1F)c1cccn1-c1ncc(C(F)(F)F)cc1Cl,-0.9,-2.0,-2.1,-0.9,0.5,i,7.0,-6.4,-0.7,0.2
COc1ccc(CN(C)CC(=O)Nc2ccccc2-c2ccccc2)c(OC)c1,4.7,0.7,0.7,-5.0,-0.5,i,-1.1,-4.0,-0.9,-0.4
CCOC(=O)C1=CCN(S(=O)(=O)c2ccccc2Br)C1c1ccc(C)cc1 (centres undefined),0.5,8.5,2.9,-8.6,-0.1,i,1.8,·,-0.5,1.3
